Screening results: PubChem BioAssay, Sanford-Burnham Center for Chemical Genomics
A3A deaminase: inhibitors of human APOBEC3A DNA deaminase; recombinant A3A, FAM/TAMRA ssDNA deamination fluorescence; AID 493011; inhibition, % at 20 µM; P31941; 330,000 compounds, 0.41% hits;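 active = at least 40% inhibition at 20 µM here, with at most 30% in a related deaminase screen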;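 also: plate controls were A3A with DMSO for no effect and wells lacking A3A enzyme for full effect; some results filed as inactive read as strong as hits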
Target sequence (P31941 whole entry, looked up): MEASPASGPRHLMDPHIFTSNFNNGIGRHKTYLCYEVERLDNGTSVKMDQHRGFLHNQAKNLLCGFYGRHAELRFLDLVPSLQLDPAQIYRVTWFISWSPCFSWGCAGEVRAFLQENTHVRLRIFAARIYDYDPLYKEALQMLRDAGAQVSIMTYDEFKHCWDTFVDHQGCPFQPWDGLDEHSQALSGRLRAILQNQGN
NLRP3 yeast inh: inhibitors of NALP3 inflammasome in yeast. Yeast reconstituted NLRP3/ASC/caspase-1, beta-gal luminescence, 24 h. inhibition, % at 10 µM. 330,000 compounds, 0.39% hits;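 active = inhibition of 50% or more; inactive = inhibition below 50%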;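 also: plate controls were induced DMSO wells for no effect and uninduced yeast grown without galactose for full effect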
A3G deaminase: inhibitors of human APOBEC3G DNA deaminase; Q9HC16; recombinant A3G, ssDNA deamination FAM/TAMRA fluorescence; inhibition, % at 20 µM; 330,000 compounds, 0.28% hits;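 active = inhibition of at least 40% at 20 µM, with no more than 30% in the related APOBEC3A deaminase screen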;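 also: plate controls were DMSO wells with A3G for no effect and wells lacking A3G enzyme for full effect; some compounds called inactive have numbers as strong as hits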
mIAP activ: mouse IAP activation. muIAP, CDP-Star luminescence, 30 min; active compounds read high; 1 = vehicle-only enzyme signal, 0 = enzyme-free wells. activation factor at 10 µM. 330,000 compounds, 0.24% hits;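 active = activation factor of at least 2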; also: the source names both 10 and 20 µM as test concentration; values of inactives mirror those of a sister screen read the other way
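also added = chemiluminescent substrate CDP-Star | test system = mouse IAP enzyme | signal = chemiluminescence readout | compound = DMSO-dissolved test compounds | incubation = 30 min at room temperature | benchmarks = DMSO wells, no-enzyme wells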
SENP1 inh: inhibitors of human SENP1 SUMO protease catalytic domain; Q9P0U3; recombinant SENP1 catalytic domain, CyPet-SUMO1-YPet FRET cleavage; inhibition, % at 10 µM; 360,000 compounds, 0.21% hits; AID 624204;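 active = inhibition at least 30% at 10 µM, raw YFP signal under a set limit, fluorescence ratio 0.5 to 1.5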;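 also: 0% = enzyme with DMSO and 100% = no enzyme wells; some results filed as inactive read as strong as hits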
Target sequence (Q9P0U3 419-644 limits assumed): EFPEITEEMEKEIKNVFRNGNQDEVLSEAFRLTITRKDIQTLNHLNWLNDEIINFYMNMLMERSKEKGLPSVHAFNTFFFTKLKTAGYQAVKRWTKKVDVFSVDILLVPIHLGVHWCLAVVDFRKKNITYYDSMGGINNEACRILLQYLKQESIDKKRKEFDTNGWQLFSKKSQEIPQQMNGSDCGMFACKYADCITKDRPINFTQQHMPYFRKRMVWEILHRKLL
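Assay system – human recombinant His6-tagged SENP1 catalytic domain enzyme · Input – SENP1 enzyme, 20 pM final · Buffer or medium – Tris pH 8 buffer plus EDTA, NaCl, BME, BSA, NP40, catalase · Schedule – 50 min reaction at room temperature · Technique – FRET read of cyan and yellow fluorescence · Control set – no-enzyme wells low, DMSO-plus-enzyme wells high control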
MIN6 prolif: induces beta-cell replication in MIN6 cells; MIN6 cells proliferation, ATPlite luminescence, 48 h; cells starved in 0.2% serum; 100% = growth in 10% serum; proliferation, % at 10 µM; 330,000 compounds, 0.29% hits;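 active = compounds whose signal lies at least 3.5 SD above the mean of all wells on their plate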;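 also: 0% = DMSO-treated cells in low-serum medium and 100% = 10% serum control; some compounds called inactive have numbers as strong as hits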
mIAP inh: blocks mouse intestinal alkaline phosphatase; purified mouse IAP, CDP-Star luminescence, 30 min; inhibition, % at 10 µM; 330,000 compounds, 0.2% hits;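 active = inhibition of at least 40% at 10 µM in the primary screen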;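 also: plate controls were DMSO with enzyme for no effect and no enzyme wells for full effect; values of inactives mirror those of a sister screen read the other way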
hIAP act: increases human intestinal alkaline phosphatase activity. P09923. purified human IAP, CDP-Star luminescence, 30 min; active compounds read high; 1 = vehicle-only enzyme, 0 = enzyme-free background. activation factor at 10 µM. 330,000 compounds, 0.16% hits;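 active = activation factor of the enzyme at least 2-fold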; also: the source names both 10 and 20 µM as test concentration; values of inactives mirror those of a sister screen read the other way
Target sequence (P09923 whole entry, looked up): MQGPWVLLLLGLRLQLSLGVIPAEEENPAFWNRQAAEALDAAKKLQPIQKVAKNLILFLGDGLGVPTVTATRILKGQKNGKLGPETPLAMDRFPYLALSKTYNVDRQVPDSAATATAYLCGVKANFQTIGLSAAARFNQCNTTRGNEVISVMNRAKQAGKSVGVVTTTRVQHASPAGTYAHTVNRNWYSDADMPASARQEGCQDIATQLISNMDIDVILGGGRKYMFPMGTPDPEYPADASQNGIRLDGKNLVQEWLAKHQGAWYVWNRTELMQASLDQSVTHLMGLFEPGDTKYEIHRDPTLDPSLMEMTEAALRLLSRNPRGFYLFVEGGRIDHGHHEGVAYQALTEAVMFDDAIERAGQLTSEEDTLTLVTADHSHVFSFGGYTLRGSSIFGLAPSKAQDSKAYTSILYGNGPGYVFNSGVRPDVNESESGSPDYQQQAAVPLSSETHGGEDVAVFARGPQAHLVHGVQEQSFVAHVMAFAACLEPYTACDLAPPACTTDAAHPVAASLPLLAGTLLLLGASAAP
hIAP inh: human IAP inhibition. inhibition, % at 10 µM. AID 2544. 330,000 compounds, 0.12% hits. purified IAP, CDP-Star luminescence, 30 min;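 active = inhibition reaching a set limit with compound at 10 µM in the primary screen, cut at about 35% in these data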;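 also: plate controls were DMSO wells with enzyme for no effect and no-enzyme buffer wells for full effect; values of inactives mirror those of a sister screen read the other way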
* hit, by the source's call. Some of the compounds tested; rates above refer to the full screens.

SMILES	A3A deaminase	NLRP3 yeast inh	A3G deaminase	mIAP activ	SENP1 inh	MIN6 prolif	mIAP inh	hIAP act	hIAP inh
COCCCNC(=O)CC(NS(=O)(=O)c1ccc(OC)cc1)c1ccc(OC)cc1 (configuration not stated)	-1	8	-1	0.94	1	1	6	1.1	-14
CN(C)C(CNC(=O)C1CC(=O)N(Cc2ccccc2)C1)c1ccccc1 (configuration not stated)	-1	1	-6	0.98	0	1	2	0.99	1
O=C(NOC(=O)c1ccccc1Cl)c1cccs1	-2	-8	-4	0.89	3	-2	11	0.88	12
O=C(c1ccc(F)cc1)C1CCN(C(=O)Nc2ccc(F)cc2F)CC1	-3	3	-5	0.99	0	-2	1	1.1	-11
COc1ccc(NC(=O)CC(C(=O)O)N2CCCCC2)cc1 (configuration not stated)	-2	10	-4	0.96	-1	-1	4	0.9	10
CCn1c(SCc2nc3ccccc3s2)nc2cc(S(=O)(=O)N3CCOCC3)ccc21	0	7	-1	0.96	-39	-1	4	0.95	5
COc1ccc(C(=O)NCC(c2ccco2)N2CCCC2)cc1S(=O)(=O)N1CCCCC1C (configuration not stated)	-3	0	-6	1.1	-8	-3	-6	1	-1
CCN1CCN(c2ccc(NC(=O)c3cc(OC)c(OC)c(OC)c3)cc2)CC1	-3	21	-11	0.96	2	-3	4	1.2	-16
COc1ccc(OC)c(NC(=O)CN2c3cccc4cccc(c34)S2(=O)=O)c1	0	14	3	1.1	-2	-5	-9	1.1	-8
Cc1ccc(NS(=O)(=O)c2ccc(N3C(=O)CCC3=O)cc2)cc1	-3	-4	-8	0.89	2	4	11	0.93	7
O=C(NCc1ccco1)c1ccc(OCC2CCCO2)cc1 (configuration not stated)	-4	14	-3	1	-4	0	-5	0.94	6
COc1ccc(-c2cc(C(=O)Nc3cccnc3Cl)no2)cc1	-5	22	-14	1	1	-1	-1	0.97	3
CCOC(=O)c1ccc(NC(=O)CSc2nnc(CC)o2)cc1	-2	14	-1	1	2	-3	-2	1.2	-25
Cc1cc(C)n(CC(O)COc2ccc(C(C)(C)C)cc2)n1 (configuration not stated)	-3	20	-2	0.99	2	-2	1	1.1	-10
Cc1nn(-c2ccc(Cl)cc2)c2[nH]c(CCl)cc(=O)c12	6	19	2	1	-4	-6	-4	1.1	-11
Cc1ccc(S(=O)(=O)N2C(=O)CCC2C(=O)O/N=C(\N)c2ccc([N+](=O)[O-])cc2)cc1 (configuration not stated)	1	2	2	0.99	2	-2	1	1.1	-14
O=C(Nc1ccc2oc(-c3cccnc3)nc2c1)c1cccnc1	-6	-2	-5	1	-6	3	-2	0.96	4
N/C(=N\OC(=O)CCCc1ccccc1)c1ccccn1	-1	15	-3	1	2	0	-1	1	-1
CC[C@H]1c2[nH]c3ccccc3c2C[C@H]2C(=O)N(c3ccc(F)cc3)C(=O)N21	-3	13	4	0.99	-20	-4	1	0.91	9
Cn1c(N)c(S(=O)(=O)N2CCN(c3cccc(Cl)c3)CC2)c(=O)n(C)c1=O	1	7	-2	1	-1	1	-5	0.87	13
COc1ccc(/C=C/C(=O)OCC(=O)NCc2cccs2)cc1OC	2	9	0	1	2	1	-1	0.97	3
CCS(=O)(=O)Nc1ccc(C2=NN(C(=O)c3ccco3)C(c3cccs3)C2)cc1 (configuration not stated)	-4	19	-8	0.9	-1	4	10	0.95	5
COc1ccccc1NC(=O)CSc1nc2sc3c(c2c(=O)n1-c1ccccc1)CCN(C)C3	-1	7	0	0.81	-100	-2	19	1.1	-15
CCOc1ccc(C2/C(=C(\O)c3ccc4c(c3)OCCO4)C(=O)C(=O)N2CCCN2CCOCC2)cc1OC (configuration not stated)	-5	23	0	1	-3	5	-1	0.93	7
COc1ccc(OCc2cc(C(=O)NC(C)Cc3cccnc3)no2)c(Cl)c1 (configuration not stated)	-5	14	-7	0.97	1	-2	3	0.92	8
The list continues:
SMILES	A3A deaminase	NLRP3 yeast inh	A3G deaminase	mIAP activ	SENP1 inh	MIN6 prolif	mIAP inh	hIAP act	hIAP inh
COC(=O)c1cn(-c2ccc(Cl)cc2)c(=O)c2ccccc12	1	10	1	1	0	2	-3	0.97	3
CCc1cc2c(=O)c(-c3nc4ccccc4[nH]3)coc2cc1OC(=O)N1CCOCC1	-1	36	-7	0.79	-27	1	21	0.96	4
CN(c1ccc(O)cc1)c1nc(-c2cccnc2)cs1	-5	34	-5	0.97	2	-2	3	0.98	2
O=C(CC12CC3CC(CC(C3)C1)C2)N1CCOCC1	2	17	-1	0.99	1	-1	1	1	-2
COc1cccc(CN2CCNC(=O)C2CC(=O)NCCn2nc(C)cc2C)c1OC (configuration not stated)	1	16	2	1.1	-3	-2	-7	1.1	-10
O=C(O)Cn1nc(C(F)(F)F)c2c1CCCC2	3	0	1	1.1	0	0	-8	1	-2
CCCCc1ccc(NC(=O)Nc2cccnc2)cc1	10	16	5	1.9	-1	-5	-86	1.2	-21
Fc1ccc(OCc2nn3cnnc3s2)cc1	-4	-3	-4	1	3	2	-1	0.99	1
COc1cc2c(cc1OC)CN(C(=O)CNC(=O)c1ccc(OC(F)F)cc1)CC2	-1	12	-3	0.93	-2	0	7	0.95	5
CCN(CC)CCCN1C=C2C(=O)C(C)(OC(=O)C3CCCC3)C(=O)C(c3ccccc3)=C2C=C1CCCC(=O)OC (configuration not stated)	-1	12	-8	1	-22	-3	-1	0.91	9
CCn1c(C(Cc2ccccc2)NC(=O)COC)nc2ccccc21 (configuration not stated)	1	3	-1	0.99	5	1	1	0.88	12
CC(C)(C)OC(=O)N1CCOCCOCCNCCOCCOCC1	-3	-4	-11	0.88	2	-2	12	1	-4
CCOc1ccc(C2=Nc3ccccc3C(c3ccc(N4CCOCC4)cc3)=NN2)cc1	0	13	-2	1	-3	-4	0	0.88	12
Cc1cc(C)cc(C(=O)Nc2ccncc2)c1	-5	12	-1	1	1	0	-4	0.93	7
Cc1ccc(Sc2ncccc2N)cc1	-5	-3	-3	1	-13	-3	-3	1.1	-14
COC(=O)C1CCCN1S(=O)(=O)c1ccc([N+](=O)[O-])cc1 (configuration not stated)	-1	8	-1	1	-1	0	-4	0.86	14
Cn1c(CN2CCCCC2)nc2cc(NS(=O)(=O)c3ccc(Cl)cc3)ccc21	5	23	-1	0.94	2	-3	6	1	-3
Cc1cccc(NC(=O)CSc2nnc(CSc3nc(C)cc(C)n3)n2Cc2ccco2)c1	1	15	1	1.1	-1	2	-6	0.91	9
Cc1ccc(-c2csc(=S)n2CC(=O)OCC(=O)NCc2ccco2)cc1	-4	-12	-5	1	-5	-5	-4	0.92	8
O=C(COC(=O)c1cncc(Br)c1)Nc1ccc(N2CCCCC2)cc1	-2	17	-3	0.94	1	2	6	0.92	8
Cc1ccc(CCNC(=O)CNS(=O)(=O)c2ccc3nc(C)sc3c2)cc1	-7	15	-9	1	3	1	-2	1.2	-23
Cc1onc(-c2ccccc2Cl)c1C(=O)N1CCN(c2ccc(F)cc2)CC1	-1	16	-10	0.93	3	-3	7	0.83	17
CCN(CC)CCCN1C(=O)C(=O)/C(=C(/O)c2ccc(OC)cc2)C1c1ccco1 (configuration not stated)	-2	-22	-8	1	-9	3	-4	1	-4
CC(=O)Cc1nsc(NC(=O)c2cn(-c3ccccc3)nc2-c2ccc(Br)cc2)n1	28	8	1	0.88	1	-6	12	0.97	2
CCn1c2ccccc2c2cc(NC(=O)C(C)OC(=O)c3ccc(NC(=O)CC#N)cc3)ccc21 (configuration not stated)	-3	8	-6	1.1	-2	-3	-11	1.2	-17

3 structures already listed, sorted by SMILES length, falling.
SMILES	A3A deaminase	NLRP3 yeast inh	A3G deaminase	mIAP activ	SENP1 inh	MIN6 prolif	mIAP inh	hIAP act	hIAP inh
COc1cccc(CN2CCNC(=O)C2CC(=O)NCCn2nc(C)cc2C)c1OC (configuration not stated)	1	16	2	1.1	-3	-2	-7	1.1	-10
O=C(CC12CC3CC(CC(C3)C1)C2)N1CCOCC1	2	17	-1	0.99	1	-1	1	1	-2
Fc1ccc(OCc2nn3cnnc3s2)cc1	-4	-3	-4	1	3	2	-1	0.99	1

Further compounds follow:
SMILES	A3A deaminase	NLRP3 yeast inh	A3G deaminase	mIAP activ	SENP1 inh	MIN6 prolif	mIAP inh	hIAP act	hIAP inh
CCCC(C)NC(=O)c1cc(C(=O)OC)cc([N+](=O)[O-])c1 (configuration not stated)	-4	-7	-6	1	3	3	-4	0.82	18
CC(OC(=O)c1ccccc1Br)C(=O)Nc1nc(-c2cccc([N+](=O)[O-])c2)cs1 (configuration not stated)	3	15	-4	0.9	1	-2	10	0.88	12
CSc1c(C#N)sc(=S)n1-c1ccc(C)cc1	-2	-44	-6	0.92	-2	2	8	0.91	9
COc1ccc(CCNc2ncnc3[nH]ncc23)cc1OC	2	1	-2	1.2	0	0	-18	1.6	-63
O=C(COC(=O)Cc1cccc(C(F)(F)F)c1)Nc1ccc2[nH]c(=O)[nH]c2c1	1	11	-4	0.91	-4	0	9	1.2	-16
c1csc(C(c2nnnn2C2CCCC2)N2CCOCC2)c1 (configuration not stated)	-1	2	-6	0.95	-1	-4	5	1	-1
COc1ccc(-n2c(SCC#N)nnc2-c2cccnc2)cc1	-4	-7	-3	1.1	-5	0	-6	1.2	-23
CCn1cc(S(=O)(=O)c2ccc(Cl)cc2)c(=O)c2cc(OC)ccc21	-3	9	-2	0.95	1	7	5	1.1	-7

Rewritten as labelled records: four of the compounds above.
SMILES: c1csc(C(c2nnnn2C2CCCC2)N2CCOCC2)c1 (configuration not stated)
  A3A deaminase: -1 | NLRP3 yeast inh: 2 | A3G deaminase: -6 | mIAP activ: 0.95 | SENP1 inh: -1 | MIN6 prolif: -4 | mIAP inh: 5 | hIAP act: 1 | hIAP inh: -1

SMILES: CCn1cc(S(=O)(=O)c2ccc(Cl)cc2)c(=O)c2cc(OC)ccc21
  A3A deaminase: -3 | NLRP3 yeast inh: 9 | A3G deaminase: -2 | mIAP activ: 0.95 | SENP1 inh: 1 | MIN6 prolif: 7 | mIAP inh: 5 | hIAP act: 1.1 | hIAP inh: -7

SMILES: CSc1c(C#N)sc(=S)n1-c1ccc(C)cc1
  A3A deaminase: -2 | NLRP3 yeast inh: -44 | A3G deaminase: -6 | mIAP activ: 0.92 | SENP1 inh: -2 | MIN6 prolif: 2 | mIAP inh: 8 | hIAP act: 0.91 | hIAP inh: 9

SMILES: COc1ccc(CCNc2ncnc3[nH]ncc23)cc1OC
  A3A deaminase: 2 | NLRP3 yeast inh: 1 | A3G deaminase: -2 | mIAP activ: 1.2 | SENP1 inh: 0 | MIN6 prolif: 0 | mIAP inh: -18 | hIAP act: 1.6 | hIAP inh: -63

Complete entries as entered above. Screens in order: A3A deaminase	NLRP3 yeast inh	A3G deaminase	mIAP activ	SENP1 inh	MIN6 prolif	mIAP inh	hIAP act	hIAP inh
`O=C(COC(=O)c1cncc(Br)c1)Nc1ccc(N2CCCCC2)cc1` reads -2	17	-3	0.94	1	2	6	0.92	8
`O=C(c1ccc(F)cc1)C1CCN(C(=O)Nc2ccc(F)cc2F)CC1` reads -3	3	-5	0.99	0	-2	1	1.1	-11
